KDM5B inhibitor: blocks human KDM5B histone demethylase activity; Q9UGL1; KDM5B demethylase, FDH-coupled NADH fluorescence (FDH is formaldehyde dehydrogenase); Potency, µM (top dose mostly 57.7 µM), for the others: at the top dose activity change, negative = inhibition, hits mostly inhibitors; 2.6% of 220,000 active; active = well fitted inhibition curve with a large enough effect; inconclusive = small, poorly fitted or top-dose-only effect; inactive = no such curve, though single readings can be large or run the other way; also: 0% is about no effect; nearly all actives have a fitted effect of over 70% in size
Target sequence (Q9UGL1 whole entry, looked up): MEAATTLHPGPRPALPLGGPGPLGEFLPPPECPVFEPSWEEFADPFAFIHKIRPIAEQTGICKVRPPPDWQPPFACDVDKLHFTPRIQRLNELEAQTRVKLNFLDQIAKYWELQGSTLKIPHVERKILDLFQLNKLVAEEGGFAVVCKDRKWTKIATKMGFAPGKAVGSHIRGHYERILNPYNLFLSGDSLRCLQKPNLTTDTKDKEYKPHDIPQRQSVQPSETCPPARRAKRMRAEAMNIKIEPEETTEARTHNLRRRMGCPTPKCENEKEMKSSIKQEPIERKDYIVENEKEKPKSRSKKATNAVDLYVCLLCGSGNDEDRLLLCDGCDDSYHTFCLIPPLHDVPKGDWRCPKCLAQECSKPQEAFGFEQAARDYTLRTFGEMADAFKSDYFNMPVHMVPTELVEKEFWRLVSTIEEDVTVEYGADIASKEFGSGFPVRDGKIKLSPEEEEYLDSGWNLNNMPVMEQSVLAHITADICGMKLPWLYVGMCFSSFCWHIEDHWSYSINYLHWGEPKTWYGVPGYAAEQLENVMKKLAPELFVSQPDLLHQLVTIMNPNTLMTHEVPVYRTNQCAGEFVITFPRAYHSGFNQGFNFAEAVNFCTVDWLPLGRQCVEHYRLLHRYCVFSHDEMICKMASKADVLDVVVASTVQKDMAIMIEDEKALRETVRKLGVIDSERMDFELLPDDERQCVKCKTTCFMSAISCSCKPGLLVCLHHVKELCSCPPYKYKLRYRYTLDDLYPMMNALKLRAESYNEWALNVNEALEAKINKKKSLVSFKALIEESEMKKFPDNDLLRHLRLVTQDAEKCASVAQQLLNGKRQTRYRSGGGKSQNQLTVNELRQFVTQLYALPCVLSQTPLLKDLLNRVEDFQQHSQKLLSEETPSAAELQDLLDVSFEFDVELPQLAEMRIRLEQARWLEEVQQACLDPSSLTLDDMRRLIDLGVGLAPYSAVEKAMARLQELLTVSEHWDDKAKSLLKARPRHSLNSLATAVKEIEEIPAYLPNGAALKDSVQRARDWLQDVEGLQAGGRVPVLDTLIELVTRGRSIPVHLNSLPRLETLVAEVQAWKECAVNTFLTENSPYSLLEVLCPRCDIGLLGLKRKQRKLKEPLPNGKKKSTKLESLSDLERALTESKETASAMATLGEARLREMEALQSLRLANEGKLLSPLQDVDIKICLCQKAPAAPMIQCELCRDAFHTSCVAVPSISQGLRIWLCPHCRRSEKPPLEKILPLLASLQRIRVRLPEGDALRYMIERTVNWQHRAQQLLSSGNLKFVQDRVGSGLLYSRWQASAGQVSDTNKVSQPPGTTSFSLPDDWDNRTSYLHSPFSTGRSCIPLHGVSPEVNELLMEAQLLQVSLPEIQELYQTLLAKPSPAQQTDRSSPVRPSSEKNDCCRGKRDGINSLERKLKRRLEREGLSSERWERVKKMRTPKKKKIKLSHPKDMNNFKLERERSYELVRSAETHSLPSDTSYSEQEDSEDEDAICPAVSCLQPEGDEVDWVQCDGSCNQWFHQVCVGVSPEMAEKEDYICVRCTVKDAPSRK
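KDM5BΔAP (200 nM final) in 50 mM HEPES pH 7.5, 0.01% Tween-20 was preincubated 10 min at RT with compound over a concentration range. Substrate mix (H3K4me3 12.5 µM, α-KG 25 µM, Fe²⁺, ascorbate, NAD⁺, FDH) was added, and NADH fluorescence change over 30 min gave dose-response curves.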
Active calls of the source: *; i = inactive; ? = inconclusive; & = joins results of further samples; [ ] = dose if it differs, or a comment. Potency is read from the fitted curve at half-maximal effect. Not all compounds are listed; rates above refer to the full screens.

SMILES | KDM5B inhibitor
COc1ccc(-c2noc(C(C)Oc3cccc(Cl)c3)n2)cc1 (stereo unspecified) | -12.3%
COc1cccc2c1OC1OC2Oc2c(OC)cccc21 | 5.7%
CC(C)NC(=O)c1ccc(CC2CCN(C)CC2)cc1 | 24.3%
O=c1oc2ccc(Cl)cc2cc1S(=O)(=O)N1CCCCC1 | 4.9%
COc1ccc(/C(C#N)=C/c2cccnc2)cc1 | ?
c1ccc(NCc2cccs2)cc1 | 7.8%
O=C1CC2(CCN(C(=O)c3ccccn3)CC2)Oc2cc(Cl)ccc21 | -18.3%
CC(=O)Nc1ccc(OC(C)C)cc1 | 15.1%
Cc1c(Cl)cccc1Nc1nn2c(=O)c3ccc(C(=O)NCCc4ccccc4)cc3nc2s1 | 5.7%
O=S1(=O)C=C(N2CCC3(CC2)OCCO3)c2ccccc21 | 22.9%
COc1cccc(C2Cn3nnc(-c4nc(-c5ccccc5F)no4)c3CO2)c1 (stereo unspecified) | -14.0%
CC(C)NC(=O)CC1(C(=O)NCc2ccccc2)CCCC1 | 22.0%
CCOC(=O)Cc1ccc(NC(=O)Nc2nnc(N(CC(C)C)CC(C)C)s2)cc1 | 17.5%
N#CCSc1nnc(-c2ccccc2F)n1-c1ccccc1 | 7.5%
CCCc1nc(SCC(=O)N2CCCC2)c2c(=O)n(C)c(=O)n(C)c2n1 | 37.7%
O=C(NCc1ccco1)N1CC(n2cc(COc3ccccc3)nn2)C1 | 13.1%
Cc1ccc(Cl)cc1NC(=O)CN1C(=O)NC2(CCC(C)CC2)C1=O (stereo unspecified) | -13.5%
CCCCn1c(=O)[nH]c(=O)c2c1nc(CCC(=O)NC1CCN(CC)CC1)n2CC(C)C | 17.8%
CCCCCCOc1ccc(C2C(=O)N(C3CCCCC3)CC(=O)N2C2CCCCC2)cc1 (stereo unspecified) | -12.1%
O=S(=O)(Cc1ccccc1)NCc1cccnc1Oc1ccccc1 | 12.7%
COc1cc2[nH]c(=O)n(CCCC(=O)NCc3ccc(Cl)cc3)c(=O)c2cc1OC | ?
CS(=O)(=O)c1ccc(CN2CCN3C(=O)N(C4CCCCC4)C[C@H]3C2)cc1 | ?
COCC1CN(C2CCC2)CC12CCN(C(=O)c1cccc(C#N)c1)CC2 (stereo unspecified) | ?
CC(C)C(C)NC(=O)COc1ncnc2ccccc12 (stereo unspecified) | 13.0%

The closing 2 records of the section before open the next one.
SMILES | KDM5B inhibitor
COCC1CN(C2CCC2)CC12CCN(C(=O)c1cccc(C#N)c1)CC2 (stereo unspecified) | ?
CC(C)C(C)NC(=O)COc1ncnc2ccccc12 (stereo unspecified) | 13.0%
O=S(=O)(NC1=NCN(Cc2cccnc2)CN1)c1ccccc1 | -17.6%
O=C(Cn1cc(C(=O)C(F)(F)F)c2ccccc21)N1CCCCCC1 | -25.9%
COC(=O)c1[nH]c(C)c(/C(O)=C2\C(=O)C(=O)N(CCCn3ccnc3)C2c2cccc(OC)c2)c1C (stereo unspecified) | -9.1%
Cc1nc(NCCCc2csc(N)n2)cc(C2CC(O)C2)n1 (stereo unspecified) | 23.5%
CS(=O)(=O)N(Cc1cccnc1)C1CN(C(=O)COc2ccc(F)cc2)C1 | -14.3%
CCOc1ccccc1NC(=O)CSc1c2c(nc3ccc(Cl)cc13)CCCC2 | -13.9%
CCCc1noc(-c2cn(C3CCN(C(=O)c4ccc[nH]4)CC3)nn2)n1 | -10.3%
Cc1nn2c(=O)cc(COC(=O)c3ccccc3NC(=O)C(C)C)nc2s1 | -0.7%&-9.0%
COc1ccc(N2CCN(C(=O)Nc3nc(C)ns3)CC2(C)C)cc1 | 8.8%
Cc1cc(C(=O)N[C@H](C)c2c(-c3ccc(F)cc3)noc2C(=O)O)c(C)o1 | ?
CNC(=O)c1cc(-c2ccc(Br)cc2)nc2ccccc12 | 6.7%
CCCn1ncc(CN2CCC(Cc3cccc(C(F)(F)F)c3)(C(=O)OCC)CC2)c1C | -5.6%

Structural class: those above containing an aryl thioether with sulfur outside any ring.
SMILES | KDM5B inhibitor
N#CCSc1nnc(-c2ccccc2F)n1-c1ccccc1 | 7.5%
CCCc1nc(SCC(=O)N2CCCC2)c2c(=O)n(C)c(=O)n(C)c2n1 | 37.7%
CCOc1ccccc1NC(=O)CSc1c2c(nc3ccc(Cl)cc13)CCCC2 | -13.9%

(more compounds)
SMILES | KDM5B inhibitor
O=C(O)CNC(=O)c1ccc(NS(=O)(=O)c2cccc(Cl)c2)cc1 | 15.6%
Cc1nc(N2CCN(C(=O)c3ccccc3)CC2)cc(C(F)(F)F)n1 | -3.2%
Cc1cccc(N2CCN(c3cc(C(=O)O)c4cc(NC(=O)C(C)(C)C)ccc4n3)CC2)c1 | -25.2%
C/C=C(\C)CN1CCC(Oc2cccc(C(=O)NCc3ccccn3)c2)CC1 | -10.4%
Cc1cc2nc3n(c(=O)c2n1CC(=O)Nc1ccccc1)CCCCC3 | -1.3%
Fc1ccccc1CNC(=S)NCc1ccccc1 | -7.7%
CCCc1cc(=O)oc2cc(C)cc(OCC(=O)NCCCN3CCOCC3)c12 | i
CC(=O)c1cccc(NC(=O)COC(=O)CNC(=O)CC23CC4CC(CC(C4)C2)C3)c1 | 5.9%
O=C(CN1CC2CC(C1)[C@H]1CCCC(=O)N1C2)NCCC1=CCCCC1 (stereo partly specified) | -8.4%
CC(Sc1nnc2c(Cl)cc(C(F)(F)F)cn12)C(=O)c1ccc(C(C)(C)C)cc1 (stereo unspecified) | 7.0%
N#Cc1ccc(CCC(=O)NCc2cccc(F)c2)cc1 | 19.6%
CCC(C)NC(=O)CSc1ccc(S(=O)(=O)N2CCN(Cc3ccccc3)CC2)cn1 (stereo unspecified) | -13.3%
Cc1ccc(Cl)cc1N1CCN(C(=O)C2CCN(S(=O)(=O)c3cccc4nonc34)CC2)CC1 | -47.6%
O=C(CCn1ccc2ccccc21)N1CCN(S(=O)(=O)c2cccc(F)c2)CC1 | -1.3%
O=C(NC1CCN(c2cc(C(F)(F)F)ncn2)CC1)c1ccc(F)cc1 | 10.0%
COc1ccc(CCNC(=O)c2ccccc2OCc2ccccc2)cc1 | -0.6%
COc1ccc(CCNC(=O)C(Sc2ccccn2)c2ccccc2)cc1OC (stereo unspecified) | -0.1%
COCCN(C)C[C@H]1C[C@H](CO)CN(C(=O)c2ccc(OC)c(F)c2)C1 | 27.6%
Cc1ccccc1Nc1nc(NCc2ccco2)c2ccccc2n1 | ?
CC(=O)c1cccc(NC(=O)c2noc3c2CC(C)CC3)c1 (stereo unspecified) | 3.2%
CCC(C)NC(=O)CSc1nc2n[nH]c(C)c2c(=N)n1-c1ccc(C)c(Cl)c1 (stereo unspecified) | ?
Cc1ccc(-c2cc(C(=O)OC(C)C(=O)NC3CCCC3)c3ccccc3n2)o1 (stereo unspecified) | ?
O=C1CN(C(=O)c2ccc(S(=O)(=O)N3CCCC3)cc2)C(c2ccc(F)cc2)c2cc(F)ccc2N1 (stereo unspecified) | -9.6%
CCN(CC)C(=O)C[C@@H]1c2nc(NC(=O)CC(C)(C)C)sc2C[C@@H]2[C@](C)(CO)[C@H](O)CC[C@]21C | -17.1%
CN(C)c1ccc2ncc(Nc3ccccc3F)n2n1 | ?
COCCNC(=O)C(C)(C)Oc1nn(Cc2cccc(Cl)c2)c2ccccc12 | -27.7%[86.2 µM]
Cc1oc(-c2ccccc2)nc1CC(=O)NCC1CCCO1 (stereo unspecified) | -10.9%
O=C(O)CCCCCCCCC(O)CN1CCCCC1 (stereo unspecified) | 18.3%
COc1cccc(CN2C[C@@H](CO)[C@H](NC(=O)C3CCC3)C2)n1 | -21.8%
CCC(=O)N1CCc2cc(S(=O)(=O)NCCC(=O)Nc3ccc(CC)cc3)ccc21 | -16.0%
O=C(NCCc1csc(-c2ccc(C(F)(F)F)cc2)n1)C(=O)Nc1cc(F)ccc1F | 1.6%
COc1cccc(CNC(=O)C2CCN(c3nn4c(=O)cc(C)nc4s3)CC2)c1 | -24.4%
Cc1cc(=O)oc2c(C)c(OCc3nn[nH]n3)ccc12 | ?
NC(=S)NCc1ccco1 | 5.6%
O=C(COc1ccc2c(=O)c(-c3ccc(Cl)cc3)coc2c1)Nc1ccc2c(c1)OCO2 | -20.8%
O=C(CN1C(=O)NC(c2ccccc2Cl)C2=C1COC2=O)NCCc1ccc(Cl)cc1 (stereo unspecified) | 12.1%
Cc1oc(-c2nc(C#N)c(N3CCCCCC3)o2)cc1S(=O)(=O)N1CCOCC1 | -42.6%
CC(=O)CCc1oc2ccc(C)cc2c1-c1ccccc1 | 1.9%
Cc1oc2cc(OCCN3CCC(C)CC3)ccc2c(=O)c1-c1ccccc1 | 4.3%
COc1ccc2nc(C[C@@H]3C[C@@H](C(C)C)[C@H](CNC(=O)C4CCCCC4)C=C3C)[nH]c2c1 | -2.4%[86.2 µM]
CC1=C(C(=O)Nc2ccccc2)C(c2cccc(Cl)c2)n2ncc(C(=O)Nc3cccc(C)c3)c2N1 (stereo unspecified) | ?
O=C(CC1C(=O)NCCN1C(=O)CN1CCN(Cc2ccccc2)CC1)Nc1cccc(Cl)c1 (stereo unspecified) | 7.1%
COc1ccc(OCc2ccc(C(=O)NCc3ccccc3)cc2)cc1 | 15.8%
CCn1cc(C(=O)NCc2ccccc2Cl)c(=O)c2cc(S(=O)(=O)N3CCCCC3)ccc21 | -8.4%[11.5 µM]
Cc1ccc(-c2noc([C@@H]3C[C@@H](O)CN3Cc3cccc(C#N)c3)n2)cc1F | -12.0%[86.2 µM]
COc1cccc(-c2nn(-c3ccc(F)cc3)cc2C(=O)NCC(C(C)C)N2CCOCC2)c1 (stereo unspecified) | 7.5%
Cc1ccc(-n2nc(C)c([C@H]3C=C[C@@H](OC(=O)Nc4cccc(F)c4)C3)c2C)cc1Cl | ?
CN(C)C[C@@H]1CN(c2ccncn2)C[C@H]1NC(=O)Cc1cccs1 | -20.8%
COc1cccc(CNC(=O)CCCn2nc(C)c3c(C)n(-c4ccc(C)cc4)nc3c2=O)c1OC | -2.2%
CC(CN1CCCCC1)OC(=O)c1ccc(C(C)(C)C)cc1 (stereo unspecified) | 19.7%
CCOc1cc(-c2nnc(SCC(=O)NCCCOC)nc2-c2ccc(OC)c(OCC)c2)ccc1OC | -25.5%
CN(Cc1ccc(F)cc1)Cc1cnc(S(C)(=O)=O)n1CCCc1ccccc1 | -5.5%
CC(C)Cc1ccc(S(=O)(=O)NCc2nc3cccnc3n2Cc2ccccc2)cc1 | ?
Cc1ccc(NS(=O)(=O)c2c(C)nc3sccn3c2=O)cc1Cl | -0.6%
CC(Oc1ccccc1F)C(=O)NNC(=O)Cc1ccc(S(=O)(=O)N2CCOCC2)s1 (stereo unspecified) | -3.2%
CCOC(=O)C1=C(CN2CCN(c3ccc(OC)cc3)CC2)NC(=O)NC1c1ccc(OC)cc1 (stereo unspecified) | ?
Cc1ccc(C)c(NC(=O)Cn2cc(C(=O)c3cccs3)c3ccccc32)c1 | ?
CCC(=O)Nc1cccc(NC(=O)c2cnn(-c3ccccc3F)c2C)c1C | 4.4%
O=C(Cn1nc(C(=O)O)c2ccccc2c1=O)Nc1cc(F)ccc1F | -10.8%
N#Cc1ccc(S(=O)(=O)NC2CCc3n[nH]c(=O)n3CC2)cc1 (stereo unspecified) | 62.2%[activator]
Next records follow:
SMILES | KDM5B inhibitor
S=C(NCc1cccc(Cl)c1)NCc1ccco1 | -33.9%
N#CC1=C(N)OC2=C(C1c1ccccc1Cl)S(=O)(=O)N(Cc1ccc(F)cc1)c1ccccc12 (stereo unspecified) | -14.2%
COc1ccc(C)cc1-n1nnc(-c2nc(-c3ccc(C)cc3)no2)c1N | 7.3%
CCc1ccc(-n2c(=O)c3sc4ccccc4c3n(CC(=O)N3CCCC3)c2=O)cc1 | ?
CCN(CC)c1nc(-c2ccccc2Cl)c2cc(Br)ccc2n1 | ?
CCOC(=O)c1ccc(NC(=O)CSc2nc3c(c(=O)[nH]2)CN(Cc2ccccc2)CC3)cc1 | ?
CCC(=O)C1=C(c2ccc(OC)cc2)N(C(=O)CC)n2cnnc2S1 | -11.6%
CCCC(NC(=O)COc1cc2c(c3oc(=O)cc(C)c13)CCC(C)(C)O2)C(=O)O (stereo unspecified) | ?
Cc1ccc(NC(=O)CCS(=O)(=O)c2ccc3c(c2)oc(=O)n3C)c(Br)c1 | -13.8%
CC(=O)N1CCN(C(=O)c2cc3ccccc3o2)CC1 | 3.9%
O=C(Nc1ccc(F)c(Cl)c1)c1cc(S(=O)(=O)N2CCc3ccccc3C2)ccc1F | -11.8%
COc1cc(C#N)ccc1OC(=O)CCNC(=O)c1ccc(C(C)(C)C)cc1 | -29.3%

Some of the entries so far, with values ahead of the structure.
KDM5B inhibitor,Molecule
-13.8%,Cc1ccc(NC(=O)CCS(=O)(=O)c2ccc3c(c2)oc(=O)n3C)c(Br)c1
3.9%,CC(=O)N1CCN(C(=O)c2cc3ccccc3o2)CC1
-11.8%,O=C(Nc1ccc(F)c(Cl)c1)c1cc(S(=O)(=O)N2CCc3ccccc3C2)ccc1F
-29.3%,COc1cc(C#N)ccc1OC(=O)CCNC(=O)c1ccc(C(C)(C)C)cc1

Next section
SMILES | KDM5B inhibitor
COc1cc(/C=C2\NC(=O)NC2=O)cc(Br)c1OCC(=O)O | 3.2%
O=C(c1cnccn1)N1CCC(Oc2ccccc2-c2nc(-c3ccccc3)no2)C1 (stereo unspecified) | -1.0%
CCCCNC(=O)CCCn1c(=O)c2ccccc2n(Cc2ccc(Cl)cc2)c1=O | 3.7%
Fc1ccc(Nc2nc(-c3ccccc3F)no2)cc1 | 21.3%
O=C(COc1ccc(Br)cc1)Nc1ccc2oc(=O)ccc2c1 | ?
COc1ccc(N(C(=O)c2cccs2)C2C=CS(=O)(=O)C2)c(OC)c1 (stereo unspecified) | 8.3%
Cc1ccccc1CN1c2ccccc2S(=O)(=O)c2ccccc21 | -27.6%
O=C(/C=C/c1cccc(F)c1)Nc1ccc(Cl)c(C(F)(F)F)c1 | -5.7%

Screens from PubChem BioAssay.
